# pPAFAH inh: inhibitors of human plasma PAF acetylhydrolase (pPAFAH); Q13093; recombinant pPAFAH, FP-rhodamine probe fluorescence polarization; 1.5% of 330,000 active; inhibition, % at 3.39 µM;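 active = inhibition above the mean inhibition across the screen plus 3 SD, cut at about 25% in these data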;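 also: inhibitors block binding of the rhodamine activity-based probe so polarization drops; 0% = enzyme with DMSO and 100% = wells lacking pPAFAH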
# Target sequence (Q13093 whole entry, looked up): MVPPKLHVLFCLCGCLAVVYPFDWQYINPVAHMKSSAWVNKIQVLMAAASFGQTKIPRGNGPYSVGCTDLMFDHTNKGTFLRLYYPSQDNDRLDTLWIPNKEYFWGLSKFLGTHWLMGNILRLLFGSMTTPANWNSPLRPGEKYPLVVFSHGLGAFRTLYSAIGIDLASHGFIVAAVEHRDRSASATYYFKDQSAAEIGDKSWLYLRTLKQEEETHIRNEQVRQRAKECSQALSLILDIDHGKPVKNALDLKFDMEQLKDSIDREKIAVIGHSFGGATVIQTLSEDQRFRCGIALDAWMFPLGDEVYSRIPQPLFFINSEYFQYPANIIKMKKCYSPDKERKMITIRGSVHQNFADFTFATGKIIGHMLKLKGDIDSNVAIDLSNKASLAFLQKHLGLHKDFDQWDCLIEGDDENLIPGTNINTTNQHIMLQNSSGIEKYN
# PAFAH1B2 inh: PAFAH1B2 (human) inhibition; P68402; recombinant PAFAH1B2, FP-rhodamine activity probe, fluorescence polarization; inhibition, % at 3.39 µM; 1.2% of 340,000 active; AID 492953;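 active = inhibition above the mean of all tested compounds plus 3 SD, cut at about 24% in these data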;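 also: 0% = enzyme with DMSO and 100% = wells lacking PAFAH1B2; many of its hits are not listed in these tables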
# Target sequence (P68402 whole entry, looked up): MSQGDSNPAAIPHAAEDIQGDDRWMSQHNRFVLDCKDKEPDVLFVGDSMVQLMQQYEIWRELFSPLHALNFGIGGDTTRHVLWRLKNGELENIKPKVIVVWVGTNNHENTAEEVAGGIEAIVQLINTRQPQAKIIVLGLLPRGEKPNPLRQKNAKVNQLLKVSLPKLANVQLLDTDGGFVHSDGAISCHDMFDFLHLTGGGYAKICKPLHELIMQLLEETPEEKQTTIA
# PAFAH1B3 FP inh: PAFAH1B3 (human) inhibition | Q15102 | recombinant PAFAH1B3, FP-rhodamine probe, fluorescence polarization | inhibition, % at 3.39 µM | 0.28% of 340,000 active | AID 492972;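 active = inhibition above the screen-wide average of all tested compounds plus 3 SD, cut at about 25% in these data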;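 also: 0% = enzyme with DMSO only and 100% = wells lacking PAFAH1B3 protein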
# LYPLA2 inh: LYPLA2 (human) inhibition in PME1 counter-screen. O95372. recombinant LYPLA2, FP-Rh probe fluorescence polarization. inhibition, % at 5.9 µM. 0.38% of 320,000 active;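 active = inhibition above the screen-wide mean plus 3 SD, limit set per campaign, cut at about 26% in these data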;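 also: 0% = LYPLA2 with DMSO and 100% = wells lacking LYPLA2 enzyme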
# PME-1 inh: PME-1 (human) inhibition | 0.53% of 320,000 active | AID 2130 | Q9Y570 | recombinant PME-1, FP-Rh probe fluorescence polarization | inhibition, % at 5.9 µM;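 active = inhibition above the campaign mean of all compounds plus 3 SD, cut at about 26% in these data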;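 also: competitive labeling of PME-1 active site by serine hydrolase directed probe; 0% = PME-1 with DMSO and 100% = wells lacking PME-1 enzyme; inhibitors block probe labeling so polarization falls and inhibition rises; many of its hits are not listed in these tables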
# GSTO1 inh: counter-screen for RBBP9 inhibitors: inhibitors of human GSTO1; P78417; recombinant GSTO1, activity-based probe fluorescence polarization; inhibition, % at 5.96 µM; 1.1% of 300,000 active; AID 1974;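 active = inhibition above the campaign mean inhibition plus 3 SD, cut at about 35% in these data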;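 also: 0% = GSTO1-1 with DMSO and 100% = wells lacking GSTO1-1 enzyme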
# PREPL inhibitor: inhibitors of human prolyl oligopeptidase-like enzyme PREPL | Q4J6C6 | recombinant PREPL, fluorescence polarization activity-based probe | inhibition, % at 5.96 µM | 0.68% of 320,000 active | AID 2751; in the data active = inhibition above about 43%;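 also: 0% = enzyme with DMSO and 100% = wells lacking enzyme; many of its hits are not listed in these tables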
# LYPLA1 counter: blocks human lysophospholipase 1, a PME1 counter-screen; O75608; recombinant LYPLA1, FP-Rh probe fluorescence polarization; inhibition, % at 5.9 µM; 0.16% of 320,000 active; AID 2174;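 active = inhibition above the mean of all tested compounds plus 3 SD, set per campaign, cut at about 14% in these data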;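 also: inhibitors block serine hydrolase probe labeling of LYPLA1 so polarization falls; 0% = enzyme with DMSO and 100% = wells lacking LYPLA1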
# Target sequence (O75608 whole entry, looked up): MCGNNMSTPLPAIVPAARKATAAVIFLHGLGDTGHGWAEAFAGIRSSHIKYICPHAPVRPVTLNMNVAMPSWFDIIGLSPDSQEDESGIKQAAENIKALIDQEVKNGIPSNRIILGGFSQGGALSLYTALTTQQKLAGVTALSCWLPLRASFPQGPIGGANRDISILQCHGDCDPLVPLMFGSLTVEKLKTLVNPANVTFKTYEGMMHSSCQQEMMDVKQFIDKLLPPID
# PAD4 inh: PAD4 (human) enzyme inhibition; Q9UM07; recombinant PAD4, RCA probe fluorescence polarization; inhibition, % at 6.36 µM; 0.41% of 330,000 active;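 active = percent inhibition above a cutoff equal to the mean of all tested compounds plus 3 SD, cut at about 15% in these data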;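 also: 0% = PAD4 with RCA probe and DMSO and 100% = probe without PAD4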
# The depositor's hits bear a star; / = not tested or not shown. The list is partial, so the mix of outcomes need not match the whole.
SMILES,pPAFAH inh,PAFAH1B2 inh,PAFAH1B3 FP inh,LYPLA2 inh,PME-1 inh,GSTO1 inh,PREPL inhibitor,LYPLA1 counter,PAD4 inh
O=C(c1ccncc1)N1CCCC(N2CCN(c3cccc(C(F)(F)F)c3)CC2)C1 (centres undefined),5,0,3,26*,4,3,11,-2,0
O=C(CN1CCN(S(=O)(=O)c2ccc(Cl)c(Cl)c2)CC1)N1CCCCC1,-3,6,5,-3,9,/,21,-4,2
N#Cc1cccc(Cn2cc(C(F)(F)F)ccc2=O)c1,1,1,-1,3,3,10,15,0,-3
CCNc1nc(NCC)n2c(SCC(=O)c3ccccc3Cl)nnc2n1,3,1,6,-4,-3,11,-6,1,1
CSc1ccc(CN2C(=O)NC3(CCCCCCC3)C2=O)cc1,6,5,8,-1,7,-2,6,-3,-1
COc1cc(NC(=S)NC(C)=O)ccc1NC(=O)C(C)C,-2,-1,-6,3,5,-5,16,4,-3
CCN(CC(=O)Nc1c(F)cccc1F)C(=O)CN1c2cccc3cccc(c23)S1(=O)=O,5,5,5,-2,-3,1,10,-1,-5
CC1=CCC2C(=O)N(c3ccc(C(=O)N4CCCCCC4)cc3)C(=O)C2C1 (centres undefined),-6,2,3,-10,-10,7,12,0,4
Cc1ccc(-n2nc3c(c2NC(=O)c2ccccc2)CS(=O)(=O)C3)cc1C,1,5,0,2,1,0,3,0,2
CCOC(=O)C1CCN(CC(=O)Nc2ccc(OC)c(S(=O)(=O)N3CCCCC3)c2)CC1,7,7,-3,/,/,/,15,/,-3
Cc1ccc(-c2nn(-c3ccc(F)cc3)cc2C(=O)N2CCN(C3CCS(=O)(=O)C3)CC2)cc1 (centres undefined),8,-2,3,-6,21,/,0,-1,0
NC(=O)c1nsc(C(=O)N(CC(=O)NCc2ccc3c(c2)OCO3)C2CCCCC2)c1N,-3,13,9,0,2,3,8,-3,-5
Cc1ccc(C)c(N2CCN(S(=O)(=O)c3ccc4c(c3)NC(=O)CS4)CC2)c1,3,1,2,-10,-7,-8,0,-9,2
Cc1c(Br)c([N+](=O)[O-])nn1CC(=O)c1ccccc1,-1,5,14,7,-1,0,11,0,-5
O=C(NNC(=O)C1[C@H]2CCCC[C@@H]12)NC1CCCCC1 (some centres undefined),0,5,-1,-2,-4,2,6,-3,-7
O=C(O)c1ccc(N2C(=O)CSC2=S)cc1,0,-1,0,1,-3,20,-11,0,-3
CS(=O)(=O)N(CC(=O)Nc1ccc2c(c1)OCO2)c1ccc2c(c1)OCO2,6,4,9,6,4,5,5,-1,-2
CC(=O)c1ccc(OCc2cc(C(=O)N3CC4C[C@@H]5CC3C[C@H](C4)C5)no2)cc1,8,5,6,12,3,1,8,1,-3
Cc1cc2oc(=O)cc(-c3ccccc3)c2c(C)c1-c1ccc(C(F)(F)F)cc1,5,0,2,/,/,/,/,/,-2
Cc1ccc(C(=O)N/C(=C/c2cccnc2)C(=O)O)cc1,-8,2,5,-3,-5,-3,10,-4,-2
CCc1ccc2c(c1)C(=O)C(=O)N2CCS(=O)(=O)c1ccccc1,3,7,9,-5,1,6,-3,0,-1
N#CC1=C(N)Oc2c(oc(CO)cc2=O)C1c1cccs1 (centres undefined),5,6,8,6,-1,-1,-2,0,2
O=C(c1ccc2c(c1)OCO2)N1CCC2(CC1)Oc1ccc(F)cc1C(=O)C21CC(c2ccc(Cl)cc2)=NO1 (centres undefined),3,-13,5,-1,3,1,4,-3,-4
COC(=O)c1cc(-c2c(C)oc3cc(O)ccc3c2=O)c(C)o1,5,1,7,-1,-7,5,-10,1,1
CC(=O)N(CC(C)(C)CC=C(C)C)c1ccccc1,-2,/,/,3,-5,-8,0,3,0
CN(C)CC(C)(C)CNS(=O)(=O)CC12CCC(CC1=O)C2(C)C (centres undefined),6,2,10,-8,-2,3,0,3,0
Cc1ccc(C(=O)N2CCC(C)CC2)cc1S(=O)(=O)N1CCCCC1,6,4,9,0,1,3,6,0,-1
CCC(Sc1nc2n[nH]c(C)c2c(=N)n1-c1cc(Cl)ccc1C)C(=O)N1CCOCC1 (centres undefined),3,7,8,3,3,-3,8,0,0
COc1ccccc1NC(=O)N1CCCC1C(=O)Nc1ccc(NC(C)=O)cc1 (centres undefined),-2,-1,4,-6,-3,-7,19,-2,-8
COc1cc(/C=C(\C#N)C(=O)N2CCCCC2)ccc1O,3,0,4,5,1,6,-3,1,3
O=C(Nc1ccc(Cl)cc1)NC1CCCC1Cc1ccco1 (centres undefined),5,3,-7,-5,-6,0,0,1,-1
Cc1ccccc1OCC(=O)N/N=C1\SCC(=O)N1Cc1ccccc1,4,2,11,3,3,6,12,2,3
COc1ccc(NC(=O)c2sc3nc(C)nc(N4CCN(c5ccccn5)CC4)c3c2C)c(OC)c1,1,-1,10,11,2,0,24,3,-8
Cc1cccc(NC(=O)CS(=O)(=O)c2cn(CC(=O)N3CCOCC3)c3ccccc23)c1,2,3,5,3,0,-2,10,0,-1
COc1ccc(NC(=S)NC2CC3CCC2C3)c(OC)c1 (centres undefined),3,8,8,-1,7,5,6,5,-5
Cc1c(Cl)cccc1NC(=S)Nn1cnnc1,3,6,3,8,1,2,2,0,4
O=C(CSc1nnc(-c2n[nH]c3ccccc23)n1-c1ccccc1)Nc1ccccc1Cl,-2,-2,-6,-22,-14,-8,-16,-13,0
CCOC(=O)Cn1c(=N)n(CCOc2ccc3ccccc3c2)c2ccccc21,1,-3,5,4,-2,1,-2,1,2
CC(C)(C)NC(=O)CSc1nnnn1C(C)(C)C,3,1,3,2,10,-6,22,-2,-4
CCCCC(=O)Nc1ccc(C(=O)Nc2nnc(COC)s2)cc1,0,4,2,-1,-4,8,7,0,1

# Quoted at random: 3 entries already listed
SMILES,pPAFAH inh,PAFAH1B2 inh,PAFAH1B3 FP inh,LYPLA2 inh,PME-1 inh,GSTO1 inh,PREPL inhibitor,LYPLA1 counter,PAD4 inh
Cc1ccc(C(=O)N2CCC(C)CC2)cc1S(=O)(=O)N1CCCCC1,6,4,9,0,1,3,6,0,-1
Cc1cccc(NC(=O)CS(=O)(=O)c2cn(CC(=O)N3CCOCC3)c3ccccc23)c1,2,3,5,3,0,-2,10,0,-1
COc1ccc(NC(=O)c2sc3nc(C)nc(N4CCN(c5ccccn5)CC4)c3c2C)c(OC)c1,1,-1,10,11,2,0,24,3,-8

# More results follow.
SMILES,pPAFAH inh,PAFAH1B2 inh,PAFAH1B3 FP inh,LYPLA2 inh,PME-1 inh,GSTO1 inh,PREPL inhibitor,LYPLA1 counter,PAD4 inh
COc1ccc(C(=O)/C=C/c2cccs2)c(OC(=O)c2cccc([N+](=O)[O-])c2)c1,-2,5,0,-5,-3,-3,-3,-2,5
O=C(COC(=O)c1ccc(S(=O)(=O)N2CCCC2)cc1)Nc1ccc(N2CCOCC2)cc1,4,/,/,1,-3,10,-2,2,-2
CCn1ncc(/C=C/C(=O)NCc2cn(C)nc2C)c1C,4,-4,11,-2,-1,5,21,-1,2
CCOc1ccccc1Nc1cc(C)c2cccc(C)c2n1,2,1,3,1,4,6,11,1,1
NS(=O)(=O)c1ccc(NC(=O)COc2cccc3ccccc23)cc1,2,-5,-6,-12,-6,-3,9,-12,7
CCCOc1ccc(C(=O)Nc2ccc(S(=O)(=O)Nc3onc(C)c3C)cc2)cc1,30*,7,18,-3,-2,1,10,0,-7
CC1(C)Cc2cccc(OCC(=O)NCc3ccc(F)cc3)c2O1,-2,4,1,4,-5,/,5,-3,-5
CCN(C(=O)CSc1cccc[n+]1[O-])c1ccccc1,-2,6,4,/,/,/,14,/,-1
Cc1cc(C(=O)COC(=O)C(C)NC(N)=O)c(C)n1Cc1ccco1 (centres undefined),-2,1,6,4,-9,19,19,0,-2
CCN(CC)C(=O)CSc1ncnc2c1nnn2-c1ccc(F)cc1,4,5,5,3,3,6,3,0,-1
COc1cc(C(=O)NCCC2=CCCCC2)cc(OC)c1OC,-2,3,-4,-4,-11,0,-8,0,-2
O=C(NNC(=O)c1cc(-c2ccccc2)nc2ccccc12)Nc1cccc(Cl)c1,-32,-11,-16,-82,-63,-51,-50,-42,-4
COc1ccc(C(=O)NC2CC2)cc1OC1CCN(Cc2ccc(F)cc2F)CC1,0,-2,12,7,2,1,-4,5,3
CN(c1ccc(C(=O)N2CCCCC2)cc1)S(=O)(=O)c1cccs1,2,2,1,6,0,5,-1,5,-1
C=CCN1C2CCCC1CC(NC(=S)Nc1cccc(OC)c1)C2 (centres undefined),1,3,4,-1,3,5,12,1,4
CNc1nc2c(c(=O)n(C)c(=O)n2C)n1CCCc1ccccc1,4,4,-6,3,-3,5,2,3,0
CCOC(=O)N/N=C\c1sccc1C,2,-5,7,1,-2,-1,-7,0,1
O=C1CNC(=O)N1CC(O)Cn1c2ccccc2c2ccccc21 (centres undefined),3,3,-10,-7,-5,0,-4,-4,-3
COc1cccc(C(=O)N2CCN(Cc3ccccn3)CC2)c1,-1,4,1,-8,3,3,1,-2,3
Cc1ccc(Oc2nnc(-c3cccs3)c3ccccc23)cc1,2,3,6,7,5,8,12,0,2
CCOC(=O)c1c(C)[nH]c(C(=O)COC(=O)CNS(=O)(=O)c2ccc(C)cc2)c1C,9,2,3,1,1,/,20,1,2
COc1ccc(OC)c(N(CC(=O)O)S(=O)(=O)c2ccc(OC)c(OC)c2)c1,-3,-2,-1,-3,-6,15,10,2,-2
Cc1ccc(N2CC(C(=O)Nc3ccc(S(=O)(=O)N4CCCC4)cc3)CC2=O)cc1 (centres undefined),1,3,-2,16,5,-7,6,-3,-4
Cc1c(Cl)cccc1NC(=O)CSc1nncn1-c1cccnc1,0,5,1,-2,5,-6,-32,-4,-2
CCN(CC)Cc1cc(NC2=NS(=O)(=O)c3ccccc32)ccc1OC(=O)c1ccccc1,6,2,5,-5,5,0,4,-3,-5
C=C(C)C1CC=C(C)/C(=N\NC(=S)Nc2ccc(C)cc2)C1 (centres undefined),2,0,4,-3,-12,3,4,-6,-3
COc1ccc(CCn2c(N3CCN(C)CC3)nc3c2c(=O)[nH]c(=O)n3C)cc1,-3,0,9,-1,-2,4,22,1,1
CCOC(=O)C1=C(CN2CCN(CCC#N)CC2)NC(=O)NC1c1ccc2c(c1)OCO2 (centres undefined),1,5,3,1,2,2,6,3,-4
COc1ccc(/C=C2\SC(=O)N(CC(=O)Nc3cccc(C)c3)C2=O)cc1O,-8,-2,0,41*,-17,4,15,-13,-1
Cc1cccc(NC(=O)CN(C)S(=O)(=O)c2cccc3cccnc23)c1,0,2,6,1,2,6,5,0,-3
Cc1cc(SC(C)C(=O)Nc2ncc(Cl)cc2Cl)nc2ccccc12 (centres undefined),5,0,4,-4,-8,1,1,0,0
O=C(NC1CC1)C1CCN(C(=O)c2ccccc2Cl)CC1,0,8,7,15,0,1,-2,4,0
O=C(Cc1ccccc1)Nc1c(C(=O)N2CCCCCC2)cnn1-c1ccccc1,0,2,-3,1,-1,-2,10,1,1
Cc1nc(CS(=O)(=O)c2ccccc2)cc(Sc2ccccc2Cl)n1,2,-2,1,2,-4,5,5,-1,1
Cc1ccc(-c2nnc(N3CCN(S(C)(=O)=O)CC3)c3ccccc23)cc1,3,6,5,3,-1,-3,-6,1,0
CNS(=O)(=O)c1cccc(C(=O)OCC(=O)N2CCc3ccccc3C2)c1,4,4,1,7,3,-1,2,3,1
O=C(Oc1ccc2c3c(c(=O)oc2c1)CCC3)c1ccco1,2,5,4,-4,3,3,40,-6,2
CCC(=O)NC(c1ccccc1)c1nc2ccccc2[nH]1 (centres undefined),5,3,3,2,-3,3,-2,3,-3

# Source: PubChem
